Screening data deposited in PubChem by National Center for Advancing Translational Sciences (NCATS).
TDP1 block: qHTS Assay for Inhibitors of Tyrosyl-DNA Phosphodiesterase (TDP1) | recombinant TDP1, AlphaScreen DNA substrate cleavage | Potency, µM (titrated, usually from 130 µM), inactives show at the top dose activity change, negative = inhibition, hits mostly inhibitors | 0.28% of 350,000 active | AID 485290, 2010; further: nearly all actives have a fitted effect of over 40% in size
Target sequence (Q9NUW8 whole entry, looked up): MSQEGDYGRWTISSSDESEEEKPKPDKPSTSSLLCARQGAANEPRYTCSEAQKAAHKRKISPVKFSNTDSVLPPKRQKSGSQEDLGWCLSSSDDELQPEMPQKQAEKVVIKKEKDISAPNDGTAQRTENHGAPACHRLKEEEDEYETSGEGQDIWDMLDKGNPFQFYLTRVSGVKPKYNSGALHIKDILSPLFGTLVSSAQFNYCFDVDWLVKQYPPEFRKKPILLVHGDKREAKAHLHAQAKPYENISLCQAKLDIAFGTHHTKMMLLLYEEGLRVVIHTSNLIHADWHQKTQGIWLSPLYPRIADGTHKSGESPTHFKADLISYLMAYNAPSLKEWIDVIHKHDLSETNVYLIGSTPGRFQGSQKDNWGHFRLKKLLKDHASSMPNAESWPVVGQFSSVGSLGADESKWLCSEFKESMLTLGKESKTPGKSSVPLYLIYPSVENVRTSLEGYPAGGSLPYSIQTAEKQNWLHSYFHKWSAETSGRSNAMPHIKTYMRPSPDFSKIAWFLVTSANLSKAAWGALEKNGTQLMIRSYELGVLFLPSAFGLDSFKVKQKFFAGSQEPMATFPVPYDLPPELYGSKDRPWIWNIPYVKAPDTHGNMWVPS
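Tdp1 1 nM final; 15 min RT w/ cpd; substrate 15 nM, 5 min; beads 10 ug/ml, 10 min; AlphaScreen read. Neg ctrl: no enzyme.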
N370S GC: qHTS Assay for Inhibitors and Activators of N370S glucocerebrosidase as a Potential Chaperone Treatment of Gaucher Disease; Lysosomal acid glucosylceramidase (Homo sapiens), P04062; 0.092% of 330,000 active; Potency, µM (titrated, usually from 59.4 µM), for inactives: top-dose activity change, negative = inhibition, usual class: inhibitors; AID 2101, 2009; N370S GC spleen homogenate, 4MU-glucoside fluorescence;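 further: 0% = full enzyme activity and -100% = no enzyme basal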
TDP1 cell noCPT: qHTS for Inhibitors of human tyrosyl-DNA phosphodiesterase 1 (TDP1): qHTS in cells in absence of CPT | Potency, µM (highest dose often 46.2 µM), for the others: at the top dose activity change, negative = growth inhibition, most hits filed as inhibitors | DT40 Tdp1-/- hTDP1 cells, no CPT, ATP luminescence, 48 h | 15% of 420,000 active; further: nearly all actives have a fitted effect of over 55% in size
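Growth kinetics read by CellTiter-Glo luminescence after ≥48 hr at 37 °C. Cells: DT40 Tdp1-/- stably carrying human TDP1, 400 per well, compound exposure in the absence of CPT (DMSO vehicle).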
The depositor's hits bear a star; ? = inconclusive; nt = not tested or not shown; & = joins results of further samples; [ ] = another dose, or the depositor's remark. The call rests on the fitted dose curve; in most records, active means well fitted curve in the direction sought with a large enough effect; inconclusive means small, poorly fitted or top-dose-only effect, or another doubt; inactive means no such curve, though single readings can be large; an effect the other way counts as inactive or inconclusive. Unless noted, on the % scale 0 is the no-effect control and ±100 the full control effect; potency means the concentration at half of the fitted maximal effect.

Fields – TDP1 block, N370S GC, TDP1 cell noCPT
Cc1cccc(NC(=S)NCCSc2ccc(Cl)cc2)c1
  6%, 13%, -27%
CCC(C)(C)n1nnnc1C(c1ccc2ncccc2c1)N1CCN(Cc2ccc3c(c2)OCO3)CC1 (stereo not given)
  -2%, 3%, -4%
O=S(=O)(Nc1ccc(-c2csc(-c3ccccc3)n2)cc1)c1ccc(F)cc1
  5%, -1%, ?
CCOc1ccc(NC(=O)CSC2=C(C#N)C(c3ccc4c(c3)OCO4)CC(=O)N2)cc1 (stereo not given)
  -5%, 28%, -27%
Cc1c(Cl)cccc1Nc1nn2c(=O)c3ccc(C(=O)NCCc4ccccc4)cc3nc2s1
  6%, nt, 5.2µM*
COc1ccc(-c2nc3ccccc3c(=O)[nH]2)cc1
  3%, -2%, -20%
N#CCC1c2ccccc2CCN1C(=O)Nc1cccc(C(F)(F)F)c1 (stereo not given)
  1%, ?, ?
CC(C)(C)NS(=O)(=O)c1ccc(CCC(=O)NCc2ccc3c(c2)OCO3)cc1
  2%, 12%, -11%
COc1ccc(NC(=O)N(Cc2cccs2)Cc2cc3cc4c(cc3[nH]c2=O)OCO4)cc1
  3%, 23%, nt
CC(=O)c1ccc(OCC(=O)N2CCN(S(=O)(=O)c3ccc(C)cc3C)CC2)cc1
  2%, -5%, ?
COc1ccc(-c2nc3cnc(OC)nc3n(-c3ccccc3)c2=O)cc1
  nt, -1%, 20%
CNc1cc(-c2c(C)noc2C)ncn1
  nt, 4%, 15µM*
O=C(CSc1ccc(Cl)cc1)N/N=C/c1cccnc1
  6%, -12%, -20%
Cc1cccc(-n2c(C)nc3cc(C(=O)N4CCOCC4)ccc32)c1
  3%, 0%, -14%
O=C(Nc1ccc2ccccc2c1)c1cc(F)c(F)cc1Cl
  -1%, -4%, ?
Cc1ccc(C(=O)NCC(=O)OCC(=O)c2ccc(Br)s2)cc1
  nt, -15%, -12%
Fc1ccc(/C=N/N2CCOCC2)c(F)c1
  4%, 1%, 1%
CCCOc1cccc(C(=O)O)c1
  2%, 6%, -13%
CCCC(=O)Nc1c2c(nn1-c1ccc(C)cc1)CS(=O)(=O)C2
  nt, -7%, 23%
CCOC(=O)c1ccccc1NC(=O)COC(=O)CN1C(=O)NC2(CCCC2)C1=O
  2%, -7%, ?
Cn1c(=N)c(S(=O)(=O)c2ccccc2)cc2c(=O)n3ccccc3nc21
  0%, -14%, -7%
COc1ccc(C2C3=C(CC(C)(C)CC3=O)Nc3c2c(=O)[nH]c2nc(C)nn32)cc1 (stereo not given)
  2%, 6%, -15%
O=C(NC1CC2CCCC(C1)N2C(=S)Nc1ccc(Cl)cc1)C1CC1 (stereo not given)
  10%, -9%, ?
Cn1c2c(c(=O)[nH]c1=O)C(c1ccc(O)cc1)C1=C(N2)c2ccccc2C1=O (stereo not given)
  6%, 3%, 23µM*
CCOc1ccc(-c2ccc3nnc(SCC(=O)NCC4CCCO4)n3n2)cc1 (stereo not given)
  nt, 3%, -1%
COc1ccccc1N1CCN(CCCCNS(=O)(=O)c2cccc3c(N(C)C)cccc23)CC1
  14%[56.1 µM], -9%, nt
Cc1c(C(=O)Nc2ccc3nc(N4CCOCC4)sc3c2)oc2ccccc12
  0%, nt, ?
COC(=O)c1onc(C(=O)c2ccccc2)c1C(=O)OC
  2%, 1%, 18%
COc1cc(-c2nnc(SCC(=O)N3c4ccccc4Sc4ccccc43)o2)cc(OC)c1OC
  2%, 7%, 8.2µM*
C/C=C(\C)CN1CCC(Oc2cccc(C(=O)NCc3ccccn3)c2)CC1
  3%[56.1 µM], -5%, ?
O=C1CN(C(=O)CSc2nnc(Nc3ccccc3)s2)c2ccccc2N1
  0%, 4%, ?
CC(=NNC(=O)c1cccc(S(=O)(=O)N2CCOCC2)c1)c1ccccc1
  0%, nt, 19%
CC(C)CNc1nc(=S)nc(N(C)C)[nH]1
  4%, -1%, -30%
CCN(CC)CCOc1c(C)cccc1Cl
  2%, -3%, 10%
COc1ccc(-n2nnnc2SCC(=O)NC(=O)Nc2ccc3c(c2)OCCO3)cc1
  2%, 0%, -7%
CCCc1cc(=O)oc2cc(C)cc(OCC(=O)NCCCN3CCOCC3)c12
  0%, -9%, -4%
CC(C)(C)NC[C@@H](O)COc1ccccc1C1CCCC1
  12%[21 µM], -5%[21.6 µM], nt
O=C(CN1C(=O)COc2ccccc21)NCCC1=CCCCC1
  1%, -2%, -11%
CCOC(=O)c1cnc2c(cnn2CC)c1NN=C(C)C
  -13%&-4%[56.1 µM], 14%&-1%, ?
O=C(CSc1nnc(-c2ccccc2F)o1)NC(=O)Cc1ccccc1
  1%[56.1 µM], nt, 27%
CC(=O)N/C(=C\c1ccc(C)o1)C(=O)NCc1ccccc1
  nt, 0%, 2%
Cc1ccccc1Nc1nnc(SCc2cc([N+](=O)[O-])cc3c2OCOC3)s1
  7%, -11%, ?
Cc1cccc(C(=O)OCC(=O)Nc2sc3c(c2C#N)CCC3)c1
  -1%, 2%, -23%
Cc1nn2c(=O)cc(COC(=O)c3ccccc3NC(=O)C(C)C)nc2s1
  4%, nt, 12µM*
O=C(COc1ccc2c3c(c(=O)oc2c1)CCC3)NCCCN1CCOCC1
  0%, -16%, 9%

Quoted at random: 7 entries already listed, in no set order.
Fields – TDP1 block, N370S GC, TDP1 cell noCPT
Cc1ccccc1Nc1nnc(SCc2cc([N+](=O)[O-])cc3c2OCOC3)s1
  7%, -11%, ?
COc1ccc(-n2nnnc2SCC(=O)NC(=O)Nc2ccc3c(c2)OCCO3)cc1
  2%, 0%, -7%
O=C(CSc1nnc(-c2ccccc2F)o1)NC(=O)Cc1ccccc1
  1%[56.1 µM], nt, 27%
CCOC(=O)c1cnc2c(cnn2CC)c1NN=C(C)C
  -13%&-4%[56.1 µM], 14%&-1%, ?
CC(=O)N/C(=C\c1ccc(C)o1)C(=O)NCc1ccccc1
  nt, 0%, 2%
O=C(COc1ccc2c3c(c(=O)oc2c1)CCC3)NCCCN1CCOCC1
  0%, -16%, 9%
CC(C)CNc1nc(=S)nc(N(C)C)[nH]1
  4%, -1%, -30%

Continued:
SMILES,TDP1 block,N370S GC,TDP1 cell noCPT
c1ccc(-c2nc(N3CCN(c4ccccc4)CC3)nc(-n3ccnc3)n2)cc1,7%,10%,16µM*
Cc1nc2cnc(N(C)C)nc2n(C2CC2)c1=O,nt,-3%,1%
COC(=O)C1=CO[C@@H](O[C@@H]2O[C@H](CO)[C@@H](O)[C@H](O)[C@H]2O)[C@H]2[C@@H]1C(=O)C[C@@H]2C,-5%,nt,-9%
CCCCOc1ccc(C(=O)NN2CCN(C)CC2)cc1,0%,6%,0%
COCCCN1C(=O)c2ccc(C(=O)Nc3ccc(C)cc3C)cc2C1=O,nt,-12%,-10%
CCCNC(=O)C(=O)Nc1cc2c3c(c1)CCC(=O)N3CCC2,1%,4%,4%
CCOc1ccccc1NC(=O)CSc1c2c(nc3ccc(Cl)cc13)CCCC2,2%,nt,?
CN(Cc1ccccc1)C(=O)c1ccc(NC(=O)Cc2cccc(NC(=O)C3CCCN(C(=O)C4CCC4)C3)c2)cc1 (stereo not given),1%,nt,-30%
COc1cccc(NC(=O)c2cccc(N3C(=O)C4C5C=CC(C5)C4C3=O)c2)c1 (stereo not given),-2%,-8%,?
Cc1cc(C)cc(NC(=S)N2CCCC2)c1,3%,0%,7%
COC(=O)c1cnn2c(C(F)(F)F)cc(-c3ccco3)nc12,-7%,16%,-8%
CC(C)(C)c1ccc(NNC(=O)C2CCC2)cc1,6%,12%,?
CCN(CC)CCCNC(=S)N(Cc1cccnc1)Cc1cc2cccc(C)c2[nH]c1=O,0%,24%,-20%
COc1ccc([C@@H]2C[C@@H](c3ccccc3)Oc3cc(OC)cc(OC)c32)cc1,1%,-1%,?
CCOCCCNC(=O)c1cc(Cl)c(NC(=O)C2=C(C)OCCS2)cc1OC,nt,-3%,12µM*
Cc1cc(C)nc(N2CCCC(C(=O)NCc3ccc4c(c3)OCO4)C2)n1 (stereo not given),7%,-2%,-21%
O=C1CCCN1CCCNS(=O)(=O)c1cccc(F)c1,0%,9%,7%
N/C(=N\OC(=O)COc1ccccc1)c1cccnc1,-12%,-23%,-11%
Cc1[nH]nc(N)c1-c1ccc(Cl)cc1,6%,-10%,0%
CCC/C(=C1/c2ccccc2C(=O)N1c1ccccc1)c1ccc(O[C@@H]2CCCCO2)cc1,0%,nt,16µM*
CC(C)C(C)NC(=O)COc1ncnc2ccccc12 (stereo not given),3%,-5%,2%
CC(NC(=O)C(=O)NN=C1CCCCCCCCCCC1)c1ccccc1 (stereo not given),4%,1%,-10%
CNC(=O)[C@]1(C(F)(F)F)C[C@H](CCC2CCCCC2)CCCO1,7%,-10%,nt
O=C(Nc1ccc(-n2cccc2)cc1)C1CC1,3%,-2%,9.2µM*
CN(CC1CCOCC1)C(=O)CC1C(=O)NCCN1Cc1ccc(-c2ccccc2)cc1 (stereo not given),3%,4%,?
N#C/C(=C\c1c(Cl)cccc1Cl)c1nc2ccccc2o1,6%,17%,0%
Cc1ccc(S(=O)(=O)c2nc(S(C)(=O)=O)sc2N2CCC(O)CC2)cc1,1%,-19%,8%
O=[N+]([O-])c1ccc(NCCNCCOc2nonc2-c2ccccc2)c([N+](=O)[O-])c1,9%,4%,?
Cc1ccccc1CN1CCN(Cc2cc3ccccc3o2)CC1CCO (stereo not given),nt,-2%,-15%
CC1(C)S[C@@H]2[C@H](NC(=O)[C@@H](N)c3ccccc3)C(=O)N2[C@H]1C(=O)O[C@H]1OC(=O)c2ccccc21,13%[21 µM],2%[21.6 µM],nt
COc1ccccc1NC(=S)N1CCN(Cc2ccccc2)CC1,8%,11%,?
CCCCSc1nc(C)c(CC(=O)O)c(=O)[nH]1,-1%,-18%,-4%
O=C(CCSc1ccccc1)N1CCOCC1,1%,4%,3%
CCOC(=O)CN1C(=O)C(=O)N(Cc2ccccc2F)C1=O,nt,-3%,6%
Cc1ccccc1Cn1cc(CCC(=O)NC(C)c2ccccc2)c2ccccc21 (stereo not given),10%,nt,23µM*
CCOc1cc(C(=O)N(CC)CC(=O)Nc2c(F)cccc2F)ccc1OCC(=O)N1CCCCC1,10%[0.505 µM],?,8%
Cc1cc(NS(=O)(=O)c2ccc(NC(=O)c3ccco3)cc2)nc(C)n1,3%,-1%,-2%
c1csc(CNc2ncnc3ccc(-c4ccoc4)cc23)c1,3%,-16%&-11%,-25%
Cc1[nH]c2c(C)cccc2c1CC(=O)O,-3%,6%,9%
CCOc1ccccc1-c1nc(Cn2c(=O)cc(C)c3c(C)nn(-c4ccccc4)c32)c(C)o1,6%,nt,5%
COc1ccc(CN(CC(=O)NCC2CCCO2)C(=O)CNS(=O)(=O)c2ccc(C)cc2)cc1 (stereo not given),-10%[56.1 µM],6%,-6%
Cc1cccc(NNC(=O)c2c(F)cccc2Cl)c1,3%,6%,-7%
COc1ccc(CC(NC(C)=O)C(=O)N2CCN(C(=O)Nc3ccc(Cl)cc3)CC2)cc1OC (stereo not given),1%,4%,-20%
O=C(C[C@H]1C/C=C\CC[C@@H](Cc2ccc(F)cc2)C(=O)OC[C@H]2CCCN2C1=O)N[C@@H](CO)Cc1ccccc1,1%,nt,15µM*
Cc1c(Cl)cccc1NC(=O)CN(C1CCCCC1)S(C)(=O)=O,0%,-7%,-12%
CCOc1ccccc1N(CC(=O)OC)S(C)(=O)=O,1%,1%,-10%
O=C(NCCc1ccccc1C(F)(F)F)C1CCC(=O)N(CCCN2CCCC2=O)C1 (stereo not given),4%,-1%,20%
N#Cc1cccc(NC(=O)N2CCCC3(CCN(C(=O)c4cccc(F)c4)CC3)C2)c1,nt,2%,?
O=C(CN1C(=O)CSc2ccccc21)NCCC1=CCCCC1,5%,-11%,-23%
O=[N+]([O-])c1ccc(Cc2cncc(O)c2)cc1,nt,6%,?
CNS(=O)(=O)c1cc(Br)ccc1S(=O)c1ccccc1C(=O)O (stereo not given),3%,0%,-9%
C#CCNC(=O)C1CCN(c2cc(C)nc(-c3ccccc3)n2)CC1,0%,-22%,1%
Cc1cc(C)c2c(n1)SCC(=O)N2CC(=O)Nc1cccc(C)c1C,3%,nt,-28%
c1ccc(-c2cc3c(nn2)CCc2nonc2-3)cc1,-5%,11%,-26%
Cc1cc(C)c2c(NC(=O)c3ccccc3Cl)c(C(=O)NCc3ccc(Cl)cc3)sc2n1,-5%,nt,?
COC(=O)c1ccc(Oc2ccc(C(F)(F)F)cn2)cc1,0%,1%,-13%

Not all compounds are listed, so the mix of outcomes need not match the whole.
